# FadD28 FP inh: blocks FadD28 binding to the bisubstrate probe; fluorescence polarization; inhibition, % at 12.5 µM; 360,000 compounds, 0.22% hits; in the data active = inhibition above about 8.5%, passing the limit was not always enough; inconclusive = no clear call, values can overlap the other calls
# PrPC TRFRET: inhibitors of human cell surface prion protein PrPC; inhibition, % at 13.8 µM; 370,000 compounds, 0.43% hits; TR-FRET read-out; P04156; AID 720596; in the data active = inhibition above about 24%; also: 0% = median of the test wells and 100% = reference compound wells
# BoNT-A LC inh2: BoNT A light chain protease inhibition; multiplex microsphere protease substrate cleavage, flow cytometry; inhibition, % at 10 µM; 360,000 compounds, 0.17% hits; AID 588499; in the data active = inhibition above about 30%; inconclusive = no clear call, values can overlap the other calls; also: plate controls were buffer without enzyme for full effect and enzyme alone for no effect
# CCHFV vOTU inh: blocks the CCHF virus ovarian tumor domain protease; CCHFV vOTU protease, Pep-AMC fluorescence; inhibition, % at 11.5 µM; 370,000 compounds, 0.55% hits; also: 0% = vehicle wells with enzyme and 100% = no enzyme wells
# GDH-TPI counter: counter-screen for M. tuberculosis FBA inhibitors: GDH-TPI coupled enzymes; GDH-TPI coupled enzyme counterscreen, NADH absorbance; inhibition, % at 4.8 µM; 360,000 compounds, 1.2% hits;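 also: 0% = DMSO wells and 100% = wells lacking the enzyme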
# UGM FP inh: inhibitors of M. tuberculosis UDP-galactopyranose mutase; purified UGM, fluorescence polarization probe displacement; inhibition, % at 10 µM; 320,000 compounds, 0.06% hits; in the data active = inhibition above about 10%, passing the limit was not always enough; inconclusive = no clear call, values can overlap the other calls
# Target sequence (P9WIQ1 whole entry, looked up): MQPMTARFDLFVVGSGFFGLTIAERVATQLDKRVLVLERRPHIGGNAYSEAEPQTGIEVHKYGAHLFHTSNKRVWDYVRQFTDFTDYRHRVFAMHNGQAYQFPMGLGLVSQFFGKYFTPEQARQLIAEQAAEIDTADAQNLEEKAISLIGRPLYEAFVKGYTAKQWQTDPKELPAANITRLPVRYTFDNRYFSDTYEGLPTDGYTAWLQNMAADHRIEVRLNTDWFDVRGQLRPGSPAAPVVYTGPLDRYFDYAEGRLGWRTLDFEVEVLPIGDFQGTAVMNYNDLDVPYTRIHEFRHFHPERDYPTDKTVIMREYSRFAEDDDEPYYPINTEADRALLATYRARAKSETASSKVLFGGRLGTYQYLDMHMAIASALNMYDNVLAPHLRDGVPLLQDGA
# Mtb FBA inh: Mtb fructose-bisphosphate aldolase inhibition; purified M. tuberculosis FBA, fluorescence read-out; inhibition, % at 1 µM; 360,000 compounds, 2.3% hits; in the data active = inhibition above about 27%;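 also: 0% = vehicle and 100% = reference inhibitor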
# Target sequence (P9WQA3 whole entry, looked up): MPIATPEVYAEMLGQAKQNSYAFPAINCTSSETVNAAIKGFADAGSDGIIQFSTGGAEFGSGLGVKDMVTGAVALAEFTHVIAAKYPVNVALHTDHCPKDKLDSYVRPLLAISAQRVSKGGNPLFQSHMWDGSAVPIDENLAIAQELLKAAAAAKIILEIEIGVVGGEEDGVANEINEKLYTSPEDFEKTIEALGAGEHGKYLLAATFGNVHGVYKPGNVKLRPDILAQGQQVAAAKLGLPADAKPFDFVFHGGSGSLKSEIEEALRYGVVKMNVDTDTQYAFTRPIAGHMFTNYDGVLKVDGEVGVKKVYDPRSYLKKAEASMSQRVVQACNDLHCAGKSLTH
# BoNT-F LC inh: inhibitors of Botulinum neurotoxin F light chain protease; Multiplex microsphere protease cleavage assay, flow cytometry; inhibition, % at 10 µM; 360,000 compounds, 0.22% hits; AID 588497; in the data active = inhibition above about 35%, passing the limit was not always enough; inconclusive = no clear call, values can overlap the other calls; also: plate controls were buffer without enzyme for full effect and enzyme alone for no effect
# BioA inh: inhibitors of Mycobacterium tuberculosis BioA enzyme; 360,000 compounds, 0.096% hits; inhibition, % at 9.99 µM; purified M. tuberculosis BioA enzyme, plate reader; in the data active = inhibition above about 40%; inconclusive = no clear call, values can overlap the other calls
# The depositor's hits bear a star; ? = inconclusive; . = not tested or not shown; & = joins results of further samples. Rule as the data show it, unless noted: active = inhibition above about 30%; inactive = the rest.
SMILES,FadD28 FP inh,PrPC TRFRET,BoNT-A LC inh2,CCHFV vOTU inh,GDH-TPI counter,UGM FP inh,Mtb FBA inh,BoNT-F LC inh,BioA inh
CC(=O)c1ccc(NC(=O)C2CCCN(S(=O)(=O)c3c(C)[nH]c(=O)[nH]c3=O)C2)cc1 (configuration not stated),0.6,2,-0.2,3,6,-0.5,1,0,.
O=C(COC(=O)c1cncc(Br)c1)Nc1ccc(N2CCCCC2)cc1,-0.8,-3,0.6,13,0,0.8,2,-18,-0.5
COc1ccccc1NC(=O)C(=O)N1CCCC1,-3.7,7,0.4,12,-1,-0.5,-11,-1,.
Cc1ccc(C)c(NC(=O)CN2C(=O)CC(C)S(=O)(=O)c3ccccc32)c1 (configuration not stated),-0.8,4,-3.5,10,2,-1.9,-1,-9,-1.5
Cc1cc(F)c(F)c(C(=O)N2C(C)CCCC2C)c1Cl (configuration not stated),-1.1,-3,-0.7,7,-8,3.3,0,3,.
O=C(c1cccc(Cl)c1)N1CCCC(c2ccc(Cl)cc2)=N1,-4.1,-4,-0.3,10,6,-0.5,0,-6,0.3
Nn1c(SCC(=O)NC(=O)Nc2ccc3c(c2)OCCO3)nnc1C1CC1,-2.2,0,-0.2,-18,-3,2.8,0,-2,-0.6
Cc1cc(OCCCN2CCN(Cc3ccccc3)CC2)ccc1[N+](=O)[O-],-3.5,7,-0.4,7,13,0.2,0,-7,.
Cc1cc(C(O)c2ncc(-c3ccccc3C)[nH]2)ccc1F (configuration not stated),-0.2,-7,-0.5,10,-3,.,6,-4,-0.9
CC(=O)OCC(=O)NCC(=O)c1c[nH]c2ccccc12,-1.1,-1,-0.2,-2,7,0.8,3,-3,-1.8
Cc1ccc(S(=O)(=O)N2C[C@@H]3[C@H]4CC[C@H](C4)[C@@H]3[C@@H](C)[C@@H]2c2ccn([Si](C(C)C)(C(C)C)C(C)C)c2)cc1,0.8,2,-0.6,2,9,.,3,-8,-1.4
O=C(CCCc1ccccc1)N1CCN(c2ccc([N+](=O)[O-])cc2)CC1,-2.0,-2,0.8,13,13,-1.7,-2,3,0.4
CCOc1cc(N2CCOCC2)c(OCC)cc1NC(=O)COC(=O)c1ccccc1C,-2.6,-1,-0.3,23,1,-1.6,-11,-2,.
O=C(c1ccc2c(=O)n3c(nc2c1)CCCCC3)N1CCN(c2ccccc2F)CC1,-0.8,-5,0.1,-3,12,1.4,5,5,0.4
CCOC(=O)C1CCCN(CCC(=O)Nc2cccc(F)c2)C1 (configuration not stated),-0.2,-3,1.3,-15,-2,4.9,2,-9,3.1
COc1ccc(C(=O)c2c[nH]cc2-c2ccccc2)cc1,-2.5,-2,-0.7,-8,-6,0.9,-1,-5,0.8
Cn1cnc(S(=O)(=O)NCc2ccccc2)c1,-2.1,8,0.2,6,0,.,0,1,.
CCOc1ccccc1OCCCCOc1ccccc1F,-3.6,-7,0.1,7,1,0.5,1,-2,-5.0
CCOc1ccccc1NC(=O)CN(C)S(=O)(=O)c1ccc2[nH]c(=O)oc2c1,-2.8,7,-0.4,10,0,0.0,-5,0,-0.5
CC(C)C(c1nnnn1C1CCCCC1)N1CCCc2ccccc21 (configuration not stated),-1.0,-3,-0.4,3,-2,0.3,1,-4,-2.6
COc1ccccc1C(=O)COC(=O)CNS(=O)(=O)c1ccc(C)c(C)c1,-2.4,-6,.,7,0,-2.1,-1,.,-0.7
Cc1ccc(NN2C(=O)C=C(c3ccc(Cl)cc3)C2=O)cc1,-3.2,9,-0.5,11,-3,0.3,0,-10,.
O=C(CN1CCN(S(=O)(=O)c2ccc(F)cc2)CC1)Nc1ccc(Cl)cn1,-4.3,1,2.7,-11,-13,-0.7,1,-1,-0.5
COc1ccc(S(=O)(=O)N2CCN(C(=O)c3cc(C)oc3C)CC2)cc1,-3.1,9,-1.2,2,1,-0.9,1,-3,.
Cc1ccc(NCc2nnc(SCC(=O)c3ccccc3)o2)c(C)c1,-0.1,0,0.4,2,4,-2.9,-2,11,.
COc1ccc(NC(=O)c2ccc(S(=O)(=O)N3CCOCC3)o2)cc1,-0.4,4,1.2,-1,17,-0.4,-1,?,0.7
CN(C)CCNc1ncnc2c1cnn2-c1ccc(Cl)cc1,-3.2,-17,-1.1,8,8,3.2,17,3,2.1
N=c1n(CCc2ccccc2)c2ccccc2n1Cc1ccccc1F,-4.4,-8,0.3,9,-3,-0.5,0,-8,.
COCc1nc(-c2cc(OC)c(OC)c(OC)c2)no1,-2.9,-6,-0.1,7,-9,-2.8,-1,1,.
Cc1ccc(OCc2cc(C(=O)NC3CCCCC3)no2)cn1,0.4,12,4.0,-16,-3,2.2,-2,-2,-0.5
C=CCn1c(=O)c2ccccc2n2c(SCC(=O)/C(C#N)=C(\C)N)nnc12,-1.2&-3.1,-3&-1,?,10&-2,5&-3,-1.6,-1&-2,-2&-4,1.1
COc1ccc(OC)c(NS(=O)(=O)c2ccc3c(c2)C(C)(C)C(=O)N3C)c1,-1.1,.,0.0,.,-7,0.5,-1,-10,-1.6
CC(=O)OC(C(=O)N1CCOCC1)c1c(F)cccc1F (configuration not stated),-0.8,3,-0.1,2,6,2.2,5,-2,.
CCOc1cc(-c2noc(CCC(=O)NCC3CCCO3)n2)ccc1OC (configuration not stated),-4.0,0,0.8,-8,-12,-1.3,-3,25,-0.4
O=C(NCCN1CCOCC1)c1cc(Cl)ccc1Cl,-0.5,-9,-4.3,1,0,-2.4,-3,-40,-0.7
COc1ccc(-c2sc3ccccc3c2-c2ccc(OCCN3CCCCC3)cc2)cc1,-3.5,-9,0.5,4,-9,-2.0,0,-4,-0.7
CC1CCCN(C(=O)C2CCN(S(=O)(=O)c3cccs3)CC2)C1 (configuration not stated),-0.9,3,2.7,-10,-4,.,1,7,-2.3
COc1cccc(N=C2SC(C(=O)Nc3ccc(F)cc3)CC(=O)N2C)c1 (configuration not stated),-5.0,-1,0.5,-12,2,0.6,0,2,15
CCNC(=S)/N=C(\N)Nc1nc(C)c2cc(C)ccc2n1,-1.3,8,-0.3,14,6,2.4,6,10,.
CC1(C(=O)Nc2cccc(-n3cnnn3)c2)Cc2ccccc2C(=O)O1 (configuration not stated),-15,2,0.2,1,6,3.4,-3,-6,.
Cc1c(C(=O)NC(Cc2ccccc2)c2nc3ccccc3[nH]2)cccc1[N+](=O)[O-] (configuration not stated),-3.0,6,1.5,9,12,0.9,-1,-4,.
Cc1onc(-c2ccccc2)c1NC(=O)N(CCC#N)Cc1cccs1,-2.9,8,-1.2,-1,-6,-1.8,3,?,0.3
O=C(NNC(=O)C12CC3CC(CC(C3)C1)C2)c1ccccc1[N+](=O)[O-],1.0,-5,-3.1,5,7,-0.1,4,4,.
CCc1c(C(=O)N/N=C/c2ccc(C)o2)csc1C,-1.2,-2,-1.9,6,19,-1.8,0,-12,1.3
Cc1cc(Oc2ccc(-c3nnc(-c4ccccc4)o3)cc2[N+](=O)[O-])ccc1Cl,-2.3,4,0.6,2,-1,-1.1,1,-1,.
O=C(COc1cccc2c1CCN(Cc1ccc(Br)cc1)C2=O)NCc1ccco1,-7.0,12,-0.3,13,6,-2.2,-3,-1,.
CCOC(=O)N1CCN(c2nnc(-c3ccc(C)cc3)c3ccccc23)CC1,1.1,2,-7.8,-2,14,1.5,0,-10,.
Cc1ccc(NC(=S)Nc2cccc3ccccc23)cc1,0.0,-2,-2.4,-18,7,-0.9,21,-10,-1.1
COc1ccc(CCN=C(N)NS(=O)(=O)c2ccc(OC)c(OC)c2)cc1OC,-2.0,-4,-0.1,20,-7,-1.2,0,0,0.2
O=C(c1ccc(-c2cccc(C(F)(F)F)c2)o1)N1CCN(c2ccccc2)CC1,-2.1,2,0.2,-10,-6,.,0,-13,-1.3
CC1(C)CN(c2ccc(Br)cc2Br)C1=O,-2.6,2,-0.8,-5,-4,1.2,1,-2,.
O=C(COC(=O)C1CCC1)c1c[nH]c2ccccc12,-5.0,3,1.3,-17,-6,-0.3,0,-4,-0.4
COc1ccc2[nH]c3c(=O)n(CCCCC(=O)NCCN4CCCC4)c(=S)[nH]c3c2c1,-2.4,-7,-1.5,-3,19,-1.1,18,-7,-0.4
O=C(N/N=C/c1ccc(O)c2ncccc12)c1cccc(Br)c1,-6.0,-10,2.2,2,20,0.5,-7,20,.
CCN(CC(=O)NCc1ccc(F)cc1)S(=O)(=O)c1ccc(C)cc1,-0.5,-6,-2.5,11,9,-1.0,6,-9,1.2
COc1ccc(CNC(=O)C(=O)NCCCn2ccnc2)cc1,-0.6,10,0.4,-10,-1,2.0,13,-5,-0.1
CCc1ccccc1N1CSC2=C(C#N)C(c3cc(OC)c(OC)cc3OC)CC(=O)N2C1 (configuration not stated),-2.5,4,3.0,21,18,-2.3,1,10,-0.3
CCC(CC)Nc1ccc(C(CC(N)=O)NC(=O)c2ccccc2)cc1[N+](=O)[O-] (configuration not stated),-2.5,-20,-0.6,0,18,-0.4,-4,-2,4.5
CC(=O)c1c(OCC(=O)O)ccc2c(C)cc(=O)oc12,-0.2,5,-0.6,0,17,0.1,6,-2,-0.1
O=C(Nc1ccc(C(=O)N2CCCC2)cc1)C1CCC1,-1.7,2,-0.2,11,-6,.,0,-8,-0.7

# Given as tab-separated lines: part of the list above
SMILES	FadD28 FP inh	PrPC TRFRET	BoNT-A LC inh2	CCHFV vOTU inh	GDH-TPI counter	UGM FP inh	Mtb FBA inh	BoNT-F LC inh	BioA inh
O=C(N/N=C/c1ccc(O)c2ncccc12)c1cccc(Br)c1	-6.0	-10	2.2	2	20	0.5	-7	20	.
CCN(CC(=O)NCc1ccc(F)cc1)S(=O)(=O)c1ccc(C)cc1	-0.5	-6	-2.5	11	9	-1.0	6	-9	1.2

# More compounds follow.
SMILES,FadD28 FP inh,PrPC TRFRET,BoNT-A LC inh2,CCHFV vOTU inh,GDH-TPI counter,UGM FP inh,Mtb FBA inh,BoNT-F LC inh,BioA inh
CCOc1c(Cl)cc(/C=C/C(=O)N(CC)CC(=O)NCc2cccs2)cc1OC,-5.1,2,0.4,-5,8,-0.3,7,2,1.7
Cc1ccccc1NC(=O)CSc1nc(N)c2c3c(sc2n1)CSC(C)(C)C3,-14,11,-0.2,-18,1,-1.3,14,-7,.
CC(=O)Nc1ccc(S(=O)(=O)NCCNc2ccccc2[N+](=O)[O-])cc1,-1.1,-35,-0.1,14,-1,1.8,-8,5,.
Cn1ncc2c(NNC(=O)c3ccc(O)cc3)ncnc21,-4.0,-3,-0.4,5,-2,0.1,0,-2,.
CN(C)c1ccc(C(=O)n2nnc3ccccc32)cc1,-1.1,3,3.5,7,18,-1.0,10,24,-0.7
CCOC(=O)C1CCN(c2ncnc3c2c(-c2ccccc2)cn3-c2ccccc2)CC1,-1.3,-9,-1.2,5,-2,1.7,2,-15,-0.7
O=C(c1ccc(-c2ccccc2)cc1)C1CCCN(Cc2ccn[nH]2)C1 (configuration not stated),-3.3,0,-0.5,8,-1,1.9,-1,-2,2.0
Cc1cccc(N2C(=O)c3cccnc3C2=O)c1,1.2,-2,-1.1,8,1,-2.2,5,-8,1.7
O=C(C[n+]1ccccc1)N/N=C/c1ccccc1[N+](=O)[O-],-1.4,-10,-0.5,12,6,-0.6,4,-2,.
CC(=O)NC(Cc1c[nH]c2ccccc12)C(=O)NCc1ccc2c(c1)OCO2 (configuration not stated),-0.7,-6,0.2,1,16,-2.0,3,2,-0.8
Cc1ccccc1CSc1ncnc2ccccc12,-1.4,-2,0.5,3,5,-3.6,-1,-10,.
O=C(CCC(=O)N1CCCC1)Nc1nnc(C(F)(F)F)s1,-2.5,-2,1.2,12,9,1.2,3,-1,.
O=C(O)CC(NC(=O)c1cccc(F)c1)c1ccc(OC2CCCC2)cc1 (configuration not stated),0.8,-2,-0.9,-3,1,2.3,-1,-2,-1.2
CC1(C)CC(=O)c2cnc(NC(=O)CSC(=S)N3CCCCC3)nc2C1,-0.2,-9,-0.2,3,0,-1.8,1,-2,.
COc1ccc(-c2cc(NC=O)c3ncc(-c4cc(OC)c(OC)c(OC)c4)n3c2)c(OC)c1,0.1,2,0.2,21,11,.,-1,-8,3.2

# Of the compounds above, 2 have a CF3 group.
SMILES,FadD28 FP inh,PrPC TRFRET,BoNT-A LC inh2,CCHFV vOTU inh,GDH-TPI counter,UGM FP inh,Mtb FBA inh,BoNT-F LC inh,BioA inh
O=C(c1ccc(-c2cccc(C(F)(F)F)c2)o1)N1CCN(c2ccccc2)CC1,-2.1,2,0.2,-10,-6,.,0,-13,-1.3
O=C(CCC(=O)N1CCCC1)Nc1nnc(C(F)(F)F)s1,-2.5,-2,1.2,12,9,1.2,3,-1,.

# Screening data from PubChem.
